Screening results: PubChem, several laboratories
Mtb RmlCD inh = M. tuberculosis RmlC/RmlD coupled enzyme inhibitors, primary screen, biochemical, compound mixtures, 384-well, from 1536-well plates. RmlC+RmlD coupled enzyme assay, percent inhibition; primary screen in compound mixtures. inhibition, % at 3.6 µM. actives 0.03% (n = 160,000); in the data active = inhibition mostly above about 34%, no sharp cut-off; note: some results filed as inactive read as strong as hits
Target sequence (P9WH09 whole entry, looked up): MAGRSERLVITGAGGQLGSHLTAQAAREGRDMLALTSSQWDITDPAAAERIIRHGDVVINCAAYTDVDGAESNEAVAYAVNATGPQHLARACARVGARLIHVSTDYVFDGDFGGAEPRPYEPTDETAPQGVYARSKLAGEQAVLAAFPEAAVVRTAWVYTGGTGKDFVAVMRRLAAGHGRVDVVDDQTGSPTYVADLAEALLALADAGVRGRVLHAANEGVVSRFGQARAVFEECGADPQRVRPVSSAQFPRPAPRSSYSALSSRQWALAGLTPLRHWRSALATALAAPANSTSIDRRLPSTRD
Target sequence (P9WH11 whole entry, looked up): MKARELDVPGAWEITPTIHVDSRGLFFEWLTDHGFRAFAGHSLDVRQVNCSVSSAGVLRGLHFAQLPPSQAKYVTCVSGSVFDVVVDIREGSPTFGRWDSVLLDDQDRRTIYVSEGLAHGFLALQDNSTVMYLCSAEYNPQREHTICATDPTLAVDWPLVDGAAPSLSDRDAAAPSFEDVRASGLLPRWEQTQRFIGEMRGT
GlmU inhibition = inhibition of mycobacterial GlmU enzyme – biochemical, glucosamine-1-phosphate acetyltransferase (AID 1376); Bifunctional protein GlmU (Mycobacterium tuberculosis (strain ATCC 25618 / H37Rv)); M. tuberculosis GlmU acetyltransferase enzyme assay; higher % means a stronger effect; inhibition, %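 (tested at 30 µM in the primary screen)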, or IC50 in µM where a hit was titrated; actives 0.25% (n = 220,000); in the data active = inhibition above about 13%;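 note: 0% = complete reaction with vehicle and 100% = reaction without substrate; strong numbers were not always called active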
* hit, by the source's call; . = no result given. This is a subset. The share of hits here may be higher or lower than overall.

Every second line gives: GlmU inhibition, Mtb RmlCD inh
> N#CC1=C2C=Cc3ccccc3N2CCCC1=O
→ -3.8%, -5
> CCOC(=O)c1ccc(Nc2cc(C)nc(C)c2C(=O)OCC)cc1
→ 0.4%, .
> CN(C)c1ccc(/C=C/C(O)=C2/C(=O)N(C)C3(C)CC2c2ccccc2O3)cc1 (configuration not stated)
→ -0.2%, -7
> COc1ccc(-c2cc(C(F)(F)F)nc(SCCC(=O)NCc3ccccc3)n2)cc1
→ -2.4%, 4
> O=C(NC1CCCC1)C1CCC(=O)N1C1CCCCC1 (configuration not stated)
→ -2.5%, -1
> CC(C)C(NC(=O)C1CCCCC1)C(=O)NCCc1ccccc1 (configuration not stated)
→ -4.0%, -10
> COc1ccc(CCNC(=O)Cn2c(=O)n(-c3ccc(F)cc3F)c(=O)c3sccc32)cc1OC
→ 5.4%, -13
> O=S(=O)(NCc1cc(-c2ccccc2)no1)c1ccccc1
→ 0.9%, 9
> Cc1cc(O)c2c(c1)C(=O)c1cc(O)cc(O)c1C2=O
→ -2.6%, .
> CCOC(=O)c1c(N)n(CCCOC(=O)c2ccco2)c2nc3ccccc3nc12
→ -4.6%, -2
> COc1ccc(N2C(=O)NC(=O)/C(=C/c3ccc(N4CCOCC4)cc3)C2=O)cc1
→ -4.5%, 5
> CCc1ccccc1N(CC(=O)Nc1cccc(N(C)S(C)(=O)=O)c1)S(C)(=O)=O
→ 4.0%, -8
> CCc1nnc(N2CCN(c3ncnc4c3oc3ccccc34)CC2)s1
→ 9.1%, 23
> COCC(=O)Nc1cccc(Br)c1
→ 1.1%, .
> C=C1CCN([C@@H](C)C(=O)OCc2cccc(C)c2)S(=O)(=O)c2ccccc21
→ 8.0%, 4
> CN(CC(=O)N1CCOCC1)C(=O)CSc1nc2ccccc2s1
→ -4.2%, .
> Cc1ccc(CSC2=Nc3ccccc3C3=NC(CC(=O)NCc4ccco4)C(=O)N23)cc1 (configuration not stated)
→ -2.2%, 12
> Cc1ccc(Nc2nc(N)nc(CSCCO)n2)cc1
→ 5.9%, -2
> C#CCNC(=O)C1=C[C@@H](c2ccc(C(F)(F)F)cc2)C[C@@H](OCc2ccc(CO)cc2)O1
→ -3.6%, .
> COc1ccc(CN2CCN(C(=O)C3CCN(S(=O)(=O)c4cccs4)CC3)CC2)c(OC)c1OC
→ 0.3%, 2
> CC1Cc2ccccc2N1S(=O)(=O)c1cccc(C(=O)Nc2cccnc2)c1 (configuration not stated)
→ -4.5%, .
> O=C(NCC(=O)N(CC1CCCO1)C1(C(=O)NC2CCCC2)CCCCC1)c1ccccc1 (configuration not stated)
→ 2.2%, .
> CN1CCN(C(=O)c2cc3nc(-c4ccccc4)cc(-c4ccccc4)n3n2)CC1
→ -1.7%, -5
> Cc1cccc(-c2noc(CCC(=O)Nc3ccc(C(N)=O)cc3)n2)c1
→ -2.0%, 21
> CCC(Oc1ccccc1)C(=O)N1CCC(C(N)=O)CC1 (configuration not stated)
→ 0.3%, .
> CC(C)CCN1C(=O)c2ccc(C(=O)NCC3CCCO3)cc2C1=O (configuration not stated)
→ -6.3%, 3
> O=C(O)c1cc(C2CC2)nc2ccccc12
→ 2.5%, .
> CCc1nnc(NC(=O)c2cc(-c3cccnc3)nc3ccccc23)s1
→ 0.8%, 4
> C=CCOc1c(Br)cc(/C=N/O)cc1OCC
→ -4.7%, .
> O=c1c2ccccc2nc(-c2ccc(Cl)cc2Cl)n1-c1nccs1
→ 2.5%, .

As a working copy, part of the list above.
Every second line gives: GlmU inhibition, Mtb RmlCD inh
> CN(CC(=O)N1CCOCC1)C(=O)CSc1nc2ccccc2s1
→ -4.2%, .
> Cc1ccc(CSC2=Nc3ccccc3C3=NC(CC(=O)NCc4ccco4)C(=O)N23)cc1 (configuration not stated)
→ -2.2%, 12

Next section
Every second line gives: GlmU inhibition, Mtb RmlCD inh
> O=C(Nc1cccc(-c2nnc(-c3ccccc3)o2)c1)C1CC1
→ -4.2%, -6
> Cc1nnc(CN(C)Cc2cn[nH]c2-c2ccc(-c3ccccc3)cc2)o1
→ 1.3%, .
> O=C(NCC1CCCO1)C(c1ccc(N2CCOCC2)cc1)N(C(=O)Cn1nnc2ccccc21)c1ccccc1F (configuration not stated)
→ 0.7%, -6
> CCCC(=O)Nc1nnc(COC)s1
→ -5.7%, .
> COc1ccc(OC)c(C(=O)Cn2nnc(-c3ccc(N4CCOCC4)cc3)n2)c1
→ -1.3%, 1
> COCCn1nnnc1CN(Cc1cccnc1)Cc1cc2cc(OC)ccc2[nH]c1=O
→ -2.6%, -2
> CNC(=S)N(Cc1cccs1)Cc1cc2ccc(OC)cc2[nH]c1=O
→ 1.4%, -9
> Cc1ccc(OCCn2cc(C(=S)N3CCCC3)c3ccccc32)cc1C
→ 0.3%, -6
> C=CCn1c(O)c(N=NC(=S)Nc2ccccc2C)c2cc(S(=O)(=O)N3CCOCC3)ccc21
→ 3.1%, .
> COC(=O)c1ccc(COC(=O)c2ccc(CS(=O)(=O)c3ccc(C)cc3)cc2)cc1
→ -0.9%, .
> COc1ccc(C2Nc3ccccc3C(=O)N2c2ccc(C)cc2)cc1Cn1nnc2ccccc21 (configuration not stated)
→ 2.7%, 5
> COC(=O)c1ccccc1NC(=O)Nc1cnccn1
→ -5.5%, 4
> CC(=O)NC(=O)NC1CSCC1OC(C)=O (configuration not stated)
→ 3.3%, -8
> CC(C)(C)NC(=O)NC(=O)COc1ccccn1
→ 9.2%, -2
> COc1ccccc1CNC(=O)CC(NS(=O)(=O)c1ccc(C)cc1)c1ccco1 (configuration not stated)
→ 7.4%, 9
> Cc1ccc(NCC(O)Cn2cnc3c2c(=O)n(C)c(=O)n3C)cc1 (configuration not stated)
→ 0.8%, 5
> Cc1ccc(NC(=O)CNC(=O)OCc2ccccc2)cc1C
→ 3.2%, -8
> Cc1cc(C(=O)N/N=C/c2cccc([N+](=O)[O-])c2O)n[nH]1
→ 4.7%, 66
> COc1cc(SC)ccc1C(=O)OCC(=O)NCC(C)C
→ -2.1%, 9
> COc1ccc(NC(=O)C2CCCN2S(=O)(=O)c2ccc3c(c2)CCC(=O)N3)cc1 (configuration not stated)
→ 9.5%, 6
> c1ccc(-c2cnc(-c3ccccc3)nn2)cc1
→ 0.3%, .
> CCOC(=O)N1CCN(C(=O)c2cc3c(s2)-c2ccccc2OC3)CC1
→ 4.4%, 10
> COc1cc(OC)cc(C(=O)Nc2cccc(NC(C)=O)c2)c1
→ -2.0%, .
> c1ccc(Nc2nc(-c3ccncc3)cs2)nc1
→ 6.3%, -4
> Cc1nc(-c2ccccn2)nc(SCC(=O)c2ccc(F)cc2)c1Cl
→ 4.1%, -8
> Cc1ccc(N2CC(C(=O)Nc3nnc(SCC(=O)Nc4nc(C)cs4)s3)CC2=O)cc1 (configuration not stated)
→ 5.2%, -8
> O=C1C(C=NCCCN2CCCC2=O)=C(O)c2ccccc21
→ 0.3%, .
> CC12C=CC(=O)C=C1CCC1C2C(=O)C[C@@]2(C)C1CCC2(O)C(=O)CO (some centres not stated)
→ -3.4%, .
> CC(C)C(=O)Nc1cccc(C(=O)NCc2ccc(S(N)(=O)=O)cc2)c1
→ 1.8%, -6
> COc1ccccc1C(=O)NN1C(=O)/C(=C/c2cccn2C)SC1=S
→ -1.3%, -14

Overlap with the part before: two compounds, then new ones.
Every second line gives: GlmU inhibition, Mtb RmlCD inh
> CC(C)C(=O)Nc1cccc(C(=O)NCc2ccc(S(N)(=O)=O)cc2)c1
→ 1.8%, -6
> COc1ccccc1C(=O)NN1C(=O)/C(=C/c2cccn2C)SC1=S
→ -1.3%, -14
> COc1cc2[nH]c(=S)n(CC3CCCO3)c(=O)c2cc1OC (configuration not stated)
→ 3.4%, -5
> COC(=O)c1ccc(Cl)c(NC(=O)CN(c2ccc(OC)cc2)S(=O)(=O)c2ccccc2)c1
→ -1.5%, .
> CN1CCN(c2ccc(C(=O)c3cn(-c4ccc(F)c(Cl)c4)nn3)cc2)CC1
→ 1.0%, -8
> COc1ccccc1N1CCN(C(=O)c2ccc3[nH]c4c(c3c2)CC(C)CC4)CC1 (configuration not stated)
→ 0.9%, 6
> CC(C)(C)OC(=O)N1CCC[C@H]1C(=O)N/N=C/c1ccc2nccnc2c1
→ -7.1%, 0
> S=C(c1ccc(N2CCOCC2)cc1)N1CCCCC1
→ -3.0%, 2
> Cc1ccc(C2=NN(CCC(=O)NCc3ccc4c(c3)OCO4)C(=O)CC2)cc1
→ 2.1%, -13
> COC(=O)Cc1csc(Nc2ccc(Cl)cc2)n1
→ -2.7%, 40
> CCOC(=O)C1=C(CSc2nc(C)ccc2C#N)OC(N)=C(C#N)C1c1cccc(OC)c1OC (configuration not stated)
→ -3.5%, 2
> CC1Cc2ccccc2N1C(=O)COC(=O)CCc1nc2ccccc2c(=O)[nH]1 (configuration not stated)
→ -1.7%, -8
> Cc1cc(=O)[nH]c(N2CCN(Cc3ccccc3)CC2)n1
→ -8.5%, 19
> COc1ccc(-c2oc3ccc(N4CCOCC4)cc3c2C#Cc2ccc(N)cc2)cc1
→ -2.2%, .
> CC(C)CCN(C(=O)COc1ccc(C#N)cc1)c1c(N)n(Cc2ccccc2)c(=O)[nH]c1=O
→ -3.0%, .
> O=C(NCc1ccccc1)NC1CCCCC1
→ 5.7%, -11
> CCN(CC)CCCOc1ccc(Cl)c(Cl)c1
→ 3.4%, -3
> COc1ccc(C2C3(C#N)C(N)=NC(OC)(OC)C23C#N)cc1 (configuration not stated)
→ -5.2%, 3
> COc1ccc(-c2ccc(CCC(=O)O)n2NC(=O)c2ccc(C(C)(C)C)cc2)cc1
→ 0.9%, .
> COc1ccc(C2=NN3C(C2)c2ccccc2OC3c2cccs2)cc1 (configuration not stated)
→ -1.8%, -16
> Cc1nc2ccccc2n1CC(=O)OCC(=O)NCCc1ccccc1
→ 5.5%, .
> Cc1ccc(/C=N/NC(=O)CN2CCN(Cc3ccccc3Cl)CC2)o1
→ 3.0%, 3
> Nc1cccc(-c2ccc(CO)o2)c1
→ -2.7%, -7
> O=C1NC2(CCCc3ccccc32)C(=O)N1CCOc1ccc(Br)cc1 (configuration not stated)
→ 0.7%, 2
> Cc1onc(-c2ccccc2)c1C(=O)NC(=S)NNC(=O)c1ccccc1O
→ -0.6%, 0
> Cc1ccc(S(=O)(=O)NC(CC(=O)N2CCC3(CC2)OCCO3)c2ccco2)cc1 (configuration not stated)
→ -0.2%, 1
> Cc1ccc(Cn2ncc(Cl)c(Cl)c2=O)cc1
→ 3.5%, 4
> Cc1ccc(Cl)cc1N(CC(=O)N1CCCCCC1)S(C)(=O)=O
→ -2.2%, -2
> NCCCCCc1nnc(SC/C=C/c2ccccc2)o1
→ -5.5%, -6
> O=C(COc1cccc(F)c1)Oc1ccc(C(=O)c2ccccc2)cc1
→ 3.6%, -13
> COc1ccccc1NC(=O)CSc1nnc(Cc2cc(=O)[nH]c(=O)[nH]2)n1-c1ccccc1
→ 3.9%, 25
> Nn1c(SCC(=O)Nc2ccc3c(c2)OCO3)nnc1-c1ccc(Cl)cc1
→ 0.2%, .
> CC(=O)Nc1ccc(S(=O)(=O)Nc2ccc(S(=O)(=O)N3CCCC3)cc2)cc1
→ 1.1%, .
> COc1ccc(NC(=O)COC(=O)Cc2c(F)cccc2Cl)cc1OC
→ 1.6%, 5
> O=C(O)c1ccc(-c2nc(-c3cccc(C(F)(F)F)c3)cs2)cc1
→ -1.1%, 7
> O=C1N=C(N2CCOCC2)S/C1=C/c1cc2c(cc1[N+](=O)[O-])OCO2
→ 4.3%, -10
> COC(=O)c1ccc(C(=O)OC)c(NC(=O)COC(=O)C2CCCCC2)c1
→ 3.2%, -1
> CCCc1cc(=O)[nH]c(SCC(=O)NN(c2ccccc2)c2ccccc2)n1
→ -5.1%, -4
> Clc1ccc2oc(-c3cccnc3)nc2c1
→ 4.0%, -13
> O=C(CN1CCN(C(=O)c2ccco2)CC1)Nc1ccc(Cl)c(C(F)(F)F)c1
→ -0.4%, .
> O=C(CN1C(=O)c2cccc3cccc1c23)N1CCN(c2cccc(Cl)c2)CC1
→ -3.5%, .
> CC(C)CN(CC(C)C)C(=O)C12CCC(C)(C(=O)O1)C2(C)C (configuration not stated)
→ -1.5%, .
> CC(C)NC(=O)Nc1n[nH]c(Nc2ccc(Cl)cc2)n1
→ 3.3%, 2
> COc1cccc(N2C(=O)CC(N3CCc4ccccc4C3)C2=O)c1 (configuration not stated)
→ -2.4%, -8
> Cn1c(=O)c2c(nc(N3CCOCC3)n2CCSc2nc3ccccc3s2)n(C)c1=O
→ 3.5%, .
> Cn1c(O)c(C(=Nc2ccccc2)SCc2ccc(Cl)cc2)c(=O)n(C)c1=O
→ 0.0%, .
> O=[N+]([O-])c1ccc(N2CCCCC2)cc1NCCOc1ccccc1
→ -4.5%, 6
> O=C(Nc1cccc(-c2cn3ccccc3n2)c1)C1CC1
→ 3.2%, 10
> O=C(NCCCn1ccnc1)c1ccc(Br)o1
→ 3.8%, -1
> CCOC(=O)CS(=O)(=O)c1ccccc1
→ -3.6%, .
> CCOC(=O)C1CCN(Cc2ccc(OC)c(C)c2OC)CC1
→ 0.2%, .
> Cc1cc(C)c(C(=O)C2OC(=O)C(C)(C)C(=O)C2(C)C)c(C)c1 (configuration not stated)
→ 1.1%, -3

4 of these compounds, set out differently:
SMILES: CN(CC(=O)N1CCOCC1)C(=O)CSc1nc2ccccc2s1
  GlmU inhibition: -4.2%
  Mtb RmlCD inh: .

SMILES: Cc1ccc(CSC2=Nc3ccccc3C3=NC(CC(=O)NCc4ccco4)C(=O)N23)cc1 (configuration not stated)
  GlmU inhibition: -2.2%
  Mtb RmlCD inh: 12

SMILES: Cc1ccc(Nc2nc(N)nc(CSCCO)n2)cc1
  GlmU inhibition: 5.9%
  Mtb RmlCD inh: -2

SMILES: C#CCNC(=O)C1=C[C@@H](c2ccc(C(F)(F)F)cc2)C[C@@H](OCc2ccc(CO)cc2)O1
  GlmU inhibition: -3.6%
  Mtb RmlCD inh: .
